OXTR agonist – human OXTR agonists, primary screen, fluorescence, CHO-OTR cells, Fluo-8 calcium; AID 2435, 2010; hit rate 0.32% among 320,000; Fluo-8 calcium fluorescence; normalized: DMSO 0%, oxytocin 100%; Oxytocin receptor (Homo sapiens), P30559; activation, % at 3 µM;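 active means activation above the mean of all tested compounds plus 3 SD, cutoff set per screening run, cut at about 20% in these data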;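 further: peak over basal fluorescence ratio from a 100 s FLIPR kinetic read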
Target sequence (P30559 whole entry, looked up): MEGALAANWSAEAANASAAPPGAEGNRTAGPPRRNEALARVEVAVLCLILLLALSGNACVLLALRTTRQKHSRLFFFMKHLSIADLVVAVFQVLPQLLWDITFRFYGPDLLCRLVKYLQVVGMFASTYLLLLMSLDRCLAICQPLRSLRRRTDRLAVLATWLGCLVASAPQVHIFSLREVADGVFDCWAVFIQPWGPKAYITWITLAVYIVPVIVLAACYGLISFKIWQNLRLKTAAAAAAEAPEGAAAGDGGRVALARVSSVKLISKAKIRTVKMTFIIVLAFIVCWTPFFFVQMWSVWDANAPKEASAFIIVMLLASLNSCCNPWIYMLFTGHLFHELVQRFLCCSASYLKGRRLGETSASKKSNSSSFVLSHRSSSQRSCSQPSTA
TAAR1 antagonist – human TAAR1 antagonists, primary screen, Fluo-8 calcium fluorescence, CHO RD-HGA16 cells; Trace amine-associated receptor 1 (Homo sapiens), Q96RJ0; antagonist; inhibition, % at 3 µM; hit rate 1.5% among 360,000; AID 624466, 2012;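 active means inhibition above a per-plate cutoff, the mean inhibition of test compounds on that plate plus 3 SD, cut at about 49% in these data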;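 further: 0% = DMSO plus EC80 beta-PEA response and 100% = DMSO alone without agonist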
Target sequence (Q96RJ0 whole entry, looked up): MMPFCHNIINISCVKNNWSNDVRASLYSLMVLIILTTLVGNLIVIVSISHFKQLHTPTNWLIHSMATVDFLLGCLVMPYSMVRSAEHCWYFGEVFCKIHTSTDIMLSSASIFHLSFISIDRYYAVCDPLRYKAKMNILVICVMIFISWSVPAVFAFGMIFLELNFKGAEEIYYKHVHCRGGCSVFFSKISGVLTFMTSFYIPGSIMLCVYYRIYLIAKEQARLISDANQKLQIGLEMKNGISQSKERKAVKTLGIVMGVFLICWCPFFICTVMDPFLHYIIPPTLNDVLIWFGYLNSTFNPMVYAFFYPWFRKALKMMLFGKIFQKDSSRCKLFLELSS
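Assay system: CHO-derived RD-HGA16 cells stably expressing human TAAR1 plus Gα16. Timing: 140 s kinetic read after compound, 140 s after agonist. Technique: kinetic Fluo-8 calcium fluorescence measurement. Measure: % inhibition of agonist calcium response.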
M1 ag parental – counter-screen for M1 agonists: effect in parental CHO-K1 cells; Fluo-8 calcium fluorescence; scaled to maximal ATP response, vehicle zero; activation, % at 3 µM; hit rate 0.48% among 360,000; AID 602248, 2012; in the data active means activation above about 15%;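 further: untransfected CHO-K1 host cells lacking M1 receptor as counterscreen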
OXTR potentiator – human OXTR potentiators, primary screen, fluorescence, CHO-OTR cells, Fluo-8 calcium; activation, % at 3 µM; AID 2445, 2010; hit rate 0.061% among 320,000; Fluo-8 calcium fluorescence, potentiator mode; 0% = oxytocin EC15, 100% = EC100;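 active means activation above that plate's cutoff, the mean activation of tested compounds plus 3 SD, cut at about 6.6% in these data, passing the limit was not always enough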;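 further: 100% uses oxytocin at 75 nM as the full agonist control; some results filed as inactive read as strong as hits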
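Dosing: Single dose, 3.0 µM nominal final compound concentration | Material: Human OTR in CHO cells | Technique: Kinetic Fluo-8 calcium fluorescence | Benchmarks: EC15 oxytocin alone as 0%, 75 nM oxytocin as 100% | Probe or stimulus: Oxytocin at about EC15, sub-maximal agonist stimulus | Incubation: Compound 6 min at room temperature before oxytocin, 100 s read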
GPR7 antag – GPR7 receptor antagonists, primary screen, cell-based, fluorescence, single concentration. AID 1861, 2009. hit rate 1.1% among 290,000. GPR7-expressing cells, fluorescence antagonist assay. inhibition, % at 4.4 µM. Neuropeptides B/W receptor type 1 (Homo sapiens), P48145; in the data active means inhibition above about 16%, passing the limit was not always enough;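 further: cells stimulated with the agonist NPW; 0% = agonist with vehicle and 100% = vehicle without agonist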
Target sequence (P48145 whole entry, looked up): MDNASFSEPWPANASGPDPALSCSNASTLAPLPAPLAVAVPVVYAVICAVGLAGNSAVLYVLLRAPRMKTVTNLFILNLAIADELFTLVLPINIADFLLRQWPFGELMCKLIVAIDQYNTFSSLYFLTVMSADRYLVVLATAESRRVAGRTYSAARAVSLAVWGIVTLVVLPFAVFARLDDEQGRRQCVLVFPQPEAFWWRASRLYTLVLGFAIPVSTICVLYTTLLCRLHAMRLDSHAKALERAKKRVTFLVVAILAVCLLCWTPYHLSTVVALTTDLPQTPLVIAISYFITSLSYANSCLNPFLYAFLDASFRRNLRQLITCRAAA
M1 PAM parental – nonselective calcium activators in parental CHO-K1 cells, primary screen, counter-screen for M1 PAM project, cell-based, Fluo-8 calcium fluorescence, full deck, 1536-well; activation, % at 3 µM; hit rate 0.02% among 360,000; AID 602247, 2012; ATP EC20; 0% at ATP EC20, 100% at ATP max;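 active means activation above the run cutoff, the mean activation of all test compounds plus 3 SD, cut at about 40% in these data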;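 further: peak over basal fluorescence ratio in a 140 s read after ATP addition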
V1R ag counter – agonists of human V1a receptor, primary screen, counter-screen for OXTR agonist project, fluorescence, CHO-V1R cells | Vasopressin V1a receptor (Homo sapiens), P37288 | Fluo-8 calcium fluorescence, agonist mode; 0% DMSO, 100% 3 nM vasopressin | activation, % at 3 µM | hit rate 0.25% among 320,000;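 active means activation above the mean activation of all tested compounds plus 3 SD, per screening run, cut at about 20% in these data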;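 further: signal is peak over basal fluorescence ratio across a 100 second FLIPR read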
CHO parental Ca – ATP-evoked calcium signal inhibitors, parental CHO, primary screen, counter-screen for OX1R antagonist project, cell-based, fluorescence, Fluo-8 calcium dye | parental CHO-K1, ATP-induced calcium, Fluo-8 fluorescence | inhibition, % at 5.6 µM | hit rate 0.63% among 330,000 | AID 463079, 2010;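 active means inhibition above that plate's mean sample inhibition plus 3 SD, cut at about 26% in these data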;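 further: 0% = ATP-challenged DMSO wells and 100% = DMSO wells without ATP; some compounds past the cut are filed as inactive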
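test system = CHO parental line | reagent = ATP stimulus | measured by = intracellular calcium via Fluo-8 no-wash fluorescent dye | control set = ATP and no-ATP DMSO wells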
CHO-K1 Ca antag – nonselective inhibitor or artifact in parental CHO-K1 cells; AID 602250; inhibition, % at 3 µM; hit rate 0.6% among 360,000; ATP-induced calcium, Fluo-8 fluorescence;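 active means inhibition above a per-plate cutoff, the plate's mean sample inhibition plus 3 SD, cut at about 24% in these data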;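 further: 0% = DMSO plus EC80 ATP and 100% = DMSO alone without ATP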
* hit, by the source's call; x = not tested or not shown.

SMILES	OXTR agonist	TAAR1 antagonist	M1 ag parental	OXTR potentiator	GPR7 antag	M1 PAM parental	V1R ag counter	CHO parental Ca	CHO-K1 Ca antag
COc1ccc(OC)c(C=NNC(=O)c2ccc(NS(=O)(=O)c3cccs3)cc2)c1	0.9	8	0.7	0	x	5	0.0	-6	-12
CC(=O)N1c2ccc(S(=O)(=O)NCCC(=O)Nc3ccc(C)c(Cl)c3)cc2CC1C (stereo unspecified)	5.0	2	10	-6	-10	5	12	-2	-5
Cc1ccc(CNC(=O)C2CC3Cn4c(nc5ccccc54)C3N2C)o1 (stereo unspecified)	0.2	-5	0.3	-7	x	2	0.3	-4	-13
COC(C(=O)Nc1ccccc1C(=O)N1CCOCC1)c1ccccc1 (stereo unspecified)	0.9	-20	1.4	4	-17	10	-0.3	-15	-14
O=C(NC(N1CCOCC1)C(Cl)(Cl)Cl)c1ccc(F)cc1 (stereo unspecified)	0.1	7	18*	-9	-3	0	0.7	-4	2
Cc1cccc(N(CC(=O)N2CCCCCC2)S(C)(=O)=O)c1C	x	-1	0.1	x	-9	-22	x	x	10
N#Cc1ccccc1NC(=O)COc1ccc2c(c1)OCO2	1.3	-2	1.2	-5	2	-2	2.9	1	-16
CC(C)(C)c1ccc(C(=O)NCCCNC(=O)c2ccco2)cc1	0.2	3	0.4	-8	-12	6	-0.3	-9	-8
COc1ccc2c(c1)O[C@H]1c3ccc(O)cc3OC[C@@H]21	0.4	3	-0.2	-2	x	3	0.3	0	7
N/C(=N\OC(=O)COc1ccc(Br)cc1Cl)c1ccncc1	-0.6	-20	-0.4	-1	-1	0	-0.3	-8	9
Cc1ccc(NC(=O)C2CC(=O)Nc3ncnn32)cc1Cl (stereo unspecified)	-0.3	-1	0.3	-2	-8	1	-0.2	-6	-12
COc1ccc(C2c3c(ncn(Cc4ccco4)c3=N)Oc3ccc4ccccc4c32)cc1 (stereo unspecified)	-1.9	-12	-0.3	7	-1	-4	1.0	-10	5
O=C(CSc1ccc(-c2ccc(-n3cccn3)cc2)nn1)Nc1ccc([N+](=O)[O-])cc1	0.4	7	0.4	0	x	-4	-0.3	-4	1
COCC(=O)N1CCC(Oc2ccc(C(=O)NC(C)c3csc(C)n3)cc2)CC1 (stereo unspecified)	1.3	3	0.5	-4	6	2	0.5	-5	-9
CC(C)(C)C(CN1CCCC1)OC(=O)c1ccccc1 (stereo unspecified)	-0.1	-11	1.6	4	-10	12	1.3	-10	-12
Cc1c(Cl)cnc(NC(=O)CSc2nnc(C)n2Cc2ccccc2)c1Cl	0.1	18	0.3	-2	-10	14	-0.3	-11	-9
CC(CNc1ccc([N+](=O)[O-])c2cccnc12)Nc1c([N+](=O)[O-])cc(C(F)(F)F)cc1[N+](=O)[O-] (stereo unspecified)	-1.8	-25	0.7	-3	-8	16	-0.5	7	-2
COC(=O)c1ccc(Cn2c(C)c(C(=O)NCc3cccs3)sc2=O)o1	x	-10	0.8	x	x	7	x	x	-1
CCNC(=S)N1CCCC(C(N)=O)C1 (stereo unspecified)	1.9	1	-0.1	2	-14	-1	1.1	-7	5
Cc1ccc(C(=O)N2CCOCC2)cc1Cl	-0.5	-2	4.3	-3	-10	4	0.4	0	-10
COc1ccc(-c2c(-c3cc(OC)cc(OC)c3)n(C)c3ccc(-c4ccc5c(c4)OCCO5)cc23)cc1	1.2	0	0.7	3	x	19	0.3	-6	-12
COc1ccc(C(=O)Nc2c(C)ccc3nsnc23)cc1[N+](=O)[O-]	1.0	-10	0.8	-2	-6	18	-0.1	-4	-5
CC(c1n[nH]c(=S)n1-c1ccccc1)N1CCCCC1 (stereo unspecified)	-1.4	9	-0.7	-12	-1	-15	1.0	0	13
COc1ccc(C(=O)CCNc2cccc(Cl)c2)cc1	-2.5	3	2.3	-8	-3	33	-1.1	-15	-19
COc1ccc(/C=C2\N=C(SC)N(C)C2=O)cc1	-0.8	2	-0.1	-10	-13	14	-1.0	-8	-11

Brought forward from above: three entries; new compounds follow.
SMILES	OXTR agonist	TAAR1 antagonist	M1 ag parental	OXTR potentiator	GPR7 antag	M1 PAM parental	V1R ag counter	CHO parental Ca	CHO-K1 Ca antag
CC(c1n[nH]c(=S)n1-c1ccccc1)N1CCCCC1 (stereo unspecified)	-1.4	9	-0.7	-12	-1	-15	1.0	0	13
COc1ccc(C(=O)CCNc2cccc(Cl)c2)cc1	-2.5	3	2.3	-8	-3	33	-1.1	-15	-19
COc1ccc(/C=C2\N=C(SC)N(C)C2=O)cc1	-0.8	2	-0.1	-10	-13	14	-1.0	-8	-11
O=C1SC(SCc2ccccc2)=N/C1=C\c1ccco1	-0.1	9	0.7	-6	-18	25	-0.2	1	-6
NNCCc1ccccc1	-1.3	30	-0.1	-6	0	1	-0.6	-21	1
Cc1ccc(/C=N/NC(=O)c2c(-c3ccccc3)noc2C)c(O)c1	0.6	-8	-0.2	-5	-10	11	2.9	-6	-2
COc1ccc(/C=N/Nc2nc(-c3ccc(Cl)cc3)cc(C(F)(F)F)n2)cc1OC	-2.8	20	3.8	-9	-12	20	-2.0	-39	-6
O=C1NCCCCC1NS(=O)(=O)c1cccc(C(F)(F)F)c1 (stereo unspecified)	-0.9	0	-0.1	-16	-25	-4	-0.4	20	-2
CCOC(=O)c1ccccc1NC(=O)COC(=O)C(CC(C)C)NC(N)=O (stereo unspecified)	-2.6	0	0.7	-6	-8	15	-1.8	0	-11
COC(=O)CN1C(=O)CSc2ncccc21	-0.2	-12	0.5	-4	-8	17	0.0	-8	-12
O=C(NCc1ccccc1Cl)C1CCN(S(=O)(=O)c2ccc(N3CCCC3=O)cc2)CC1	5.9	4	1.8	-12	4	4	7.8	-13	1
CON1C(=O)C(=O)N(OC)C2CCCCC21 (stereo unspecified)	x	-5	0.3	x	-1	12	x	x	-1
Cc1ccc2nc(SCC(=O)Nc3cccc([N+](=O)[O-])c3)[nH]c2c1	0.2	15	16*	-6	-2	11	3.4	12	-1
O=c1c2ccccc2cnn1Cc1n[nH]c(=S)n1-c1cc(Cl)cc(Cl)c1	0.2	9	0.1	-5	0	-12	-0.2	-4	2
CN(C)c1ccc(-c2nnn(CC(=O)Nc3ccc4c(c3)OCCO4)n2)cc1	3.2	2	2.3	-5	9	13	3.8	-11	-15
Cc1ccc(NC(=O)C2(C)CCN2C(=O)CCC2CCCC2)cc1C (stereo unspecified)	x	-13	-0.6	x	x	2	x	x	-8
CCOC(=O)CSc1n[nH]c(NC(=O)c2cccc(C(F)(F)F)c2)n1	0.2	0	0.4	-1	-15	9	3.2	-4	-14
CCOc1ccc(OCCC(=O)OCC(=O)c2c(N)n(CC(C)C)c(=O)n(C)c2=O)cc1	x	18	11	x	x	6	x	x	-3
CC(C)(C)c1ccccc1NC(=O)NC1CCN(Cc2c(F)cccc2Cl)CC1	0.6	-3	0.5	0	-6	7	0.5	-25	-1
NS(=O)(=O)c1ccc(CNC(=O)c2cc(-c3cccs3)nc3ccccc23)cc1	0.7	69*	6.0	-3	-18	-8	0.1	-2	-1
O=C(COc1ncnc2ccccc12)Nc1ccc(Cl)c([N+](=O)[O-])c1	6.7	-7	2.5	-10	-5	15	3.7	-13	3
CN(C)S(=O)(=O)c1cccc(NC(=O)C2CCCN(C(=O)c3ccc(Cl)cc3)C2)c1 (stereo unspecified)	x	-4	12	x	x	17	x	x	3
CCCCOc1ccc(-c2ncc(N)cn2)cc1	3.3	-9	3.4	0	1	4	0.1	6	-8
N#Cc1ccccc1NC(=O)CSC1=Nc2ccccc2C2CC=NN12 (stereo unspecified)	-1.1	22	1.8	-9	0	-4	-0.5	-3	-9
CCCCNC(=S)N(C)/N=C/c1ccc(OCC(=O)Nc2ccc(OC)cc2)c(OC)c1	1.5	58*	4.4	-13	-13	-3	1.2	9	18
COc1ccc(-n2c(C)nc3cc(C(=O)N4CCOCC4)ccc32)cc1	0.0	14	0.3	-14	9	-6	0.7	-1	2
O=C(NCc1ccccn1)/C(=C/c1ccco1)NC(=O)c1ccccc1	-0.2	8	1.4	-3	-12	27	-0.8	10	-13
COc1cccc(Nc2nc3ccccc3n2C(C)C)c1	-0.2	-22	1.8	-4	-10	8	0.7	-8	0

TAAR1 antagonist, hit marks shown above.
molecule | TAAR1 antagonist | OXTR potentiator | GPR7 antag
NS(=O)(=O)c1ccc(CNC(=O)c2cc(-c3cccs3)nc3ccccc23)cc1 | 69* | -3 | -18
CCCCNC(=S)N(C)/N=C/c1ccc(OCC(=O)Nc2ccc(OC)cc2)c(OC)c1 | 58* | -13 | -13

Continuation.
SMILES	OXTR agonist	TAAR1 antagonist	M1 ag parental	OXTR potentiator	GPR7 antag	M1 PAM parental	V1R ag counter	CHO parental Ca	CHO-K1 Ca antag
Cc1ccc2cccc(S(=O)(=O)N3CCN(c4ccccc4F)CC3)c2n1	-1.5	x	5.0	-5	-7	4	0.4	-2	2
CCC(=O)c1ccc(N2CCOCC2)c(F)c1	0.0	-5	0.0	-10	-2	7	0.7	-6	-8
COc1cccc(C2=NO[C@@H]3C(=O)N(c4ccc5c(c4)OCCO5)C(=O)[C@H]23)c1OC	3.5	8	2.0	-3	-12	18	2.0	-3	1
O=C(NCC1OCCCN1S(=O)(=O)c1cc(F)ccc1F)C(=O)NC1CCCCC1 (stereo unspecified)	0.9	5	2.1	-8	-12	22	3.9	-14	-2
Cc1ccc(S(=O)(=O)NCC(=O)N(CC(=O)NCc2ccc(F)cc2)CC2CCCO2)cc1 (stereo unspecified)	-0.7	-8	0.0	-4	-3	12	-0.4	-15	-18
O=C(N/N=C/c1cccc(OC(=O)N2CCOCC2)c1)c1cccs1	1.2	1	1.5	-11	-3	-6	2.1	-11	1
Cn1nccc1C(=O)N1CCN(c2ncccn2)CC1	0.7	8	0.5	-1	-4	6	0.6	2	-5
COc1cccc2cc(C(=O)N3C(C)CCCC3C)c(=O)oc12 (stereo unspecified)	-0.8	-12	0.7	-2	-12	17	0.8	-2	-1
O=C(Cc1ccccc1)Nc1ncccc1Cl	-0.5	-39	0.7	-2	x	-3	-0.7	-3	-4
CCCCCc1ccc(S(=O)(=O)NCCc2ccncc2)cc1	3.8	16	5.6	-7	6	-8	2.8	-18	0
O=C(CCc1c[nH]c2ccccc12)OCc1cccc(C(F)(F)F)c1	-1.3	-3	0.8	4	-19	19	0.0	6	-11

Screening results as filed in PubChem BioAssay.
